# Pf growth 48h – Primary qHTS for delayed death inhibitors of the malarial parasite plastid, 48 hour incubation; P. falciparum luciferase growth in erythrocytes, 48 h; Potency, µM (titrated, usually from 28.7 µM), without a hit: top-dose activity change, negative = inhibition, most hits filed as inhibitors; 310,000 compounds, 5.9% hits; further: potency means the concentration at half of the fitted maximal effect; on the % scale 0 is the no-effect control and ±100 the full control effect
#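 Growth was read as firefly luciferase luminescence after a 48 h, 37 C, 5% CO2 exposure of compounds to reporter-bearing P. falciparum cultures (0.1% parasitemia, 2% hematocrit final) in Albumax-supplemented RPMI 1640.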
# CHX counter – Cycloheximide Counterscreen for Small Molecule Inhibitors of Shiga Toxin. cell reporter, cycloheximide protein synthesis inhibition counterscreen. max response, %. 300,000 compounds, 12% hits. AID 2314, 2010; in the data active means max response mostly above about 13%, no sharp cut-off; inactive means mostly below about 14%; further: read at 38.3 µM for the half of the compounds with a filed dose; 0% is about no effect
# Pf growth 96h – Primary qHTS for delayed death inhibitors of the malarial parasite plastid, 96 hour incubation | Potency, µM (top dose mostly 28.7 µM), without a hit: at the top dose activity change, negative = inhibition, hits mostly inhibitors | P. falciparum luciferase reporter growth, 96 h | 320,000 compounds, 6.9% hits; further: potency means the concentration at half of the fitted maximal effect; on the % scale 0 is the no-effect control and ±100 the full control effect
#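 P. falciparum expressing integrated firefly luciferase, in erythrocytes at 2% hematocrit, 0.05% parasitemia, incubated with compounds 96 h at 37 C, 5% CO2. Growth inhibition read as loss of luminescence; two-generation exposure targets delayed-death apicoplast inhibitors.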
# Sm TGR block – qHTS Assay for the Inhibitors of Schistosoma Mansoni Peroxiredoxins | Schistosoma mansoni thioredoxin glutathione reductase (TGR), Q962Y6 | purified TGR, DTNB reduction, TNB absorbance 405 nm | Potency, µM (top dose mostly 114 µM), for the others: top-dose activity change, negative = inhibition, hits mostly inhibitors | 360,000 compounds, 3% hits | AID 485364, 2010; further: potency means the concentration at half of the fitted maximal effect; on the % scale 0 is the no-effect control and ±100 the full control effect; nearly all actives have a fitted effect of over 60% in size
#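 TGR 20 nM + NADPH 100 uM (dispensed conc.), cpd preinc 15 min RT; start with NADPH (500 uM addition) then DTNB (15 mM addition). Kinetic TNB absorbance, 405 nm filter. Four-parameter Hill fit across titration.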
# Shiga toxin inh – A qHTS for Small Molecule Inhibitors of Shiga Toxin | Vero cells, Shiga toxin protein synthesis inhibition reporter | inhibition, % at 38.7 µM | 290,000 compounds, 9.2% hits; in the data active means inhibition mostly above about 28%, no sharp cut-off; inactive means mostly below about 43%; further: 0% is about no effect
# Giardia FBPA inh – qHTS Assay for Inhibitors of Fructose-1,6-bisphosphate Aldolase from Giardia Lamblia. A8B2U2. purified Giardia FBPA. Potency, µM (doses to about 59.6 µM), for the others: at the highest dose activity, negative = inhibition, hits mostly inhibitors. 290,000 compounds, 0.71% hits; further: potency means the concentration at half of the fitted maximal effect; on the % scale 0 is the no-effect control and ±100 the full control effect; nearly all actives have a fitted effect of over 55% in size
# Target sequence (A8B2U2 whole entry, looked up): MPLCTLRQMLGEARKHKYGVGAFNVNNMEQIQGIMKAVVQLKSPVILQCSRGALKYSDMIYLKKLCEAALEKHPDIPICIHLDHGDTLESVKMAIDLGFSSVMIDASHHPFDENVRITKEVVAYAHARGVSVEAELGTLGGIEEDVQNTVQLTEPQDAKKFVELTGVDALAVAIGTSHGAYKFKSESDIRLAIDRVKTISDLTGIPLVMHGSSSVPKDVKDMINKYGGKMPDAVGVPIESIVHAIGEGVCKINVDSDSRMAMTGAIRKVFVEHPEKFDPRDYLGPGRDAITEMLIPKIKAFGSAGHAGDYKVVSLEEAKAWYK
#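 Giardia FBPA (40 nM reagent) was preincubated 10 min at RT with compound (up to 57.5 uM final), then substrate plus GAPDH/TPI/NAD/arsenate coupling system with diaphorase/resazurin was added; resorufin fluorescence (525/598 nm) was read after 20 min.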
# Numbers without * were called inactive; ? = inconclusive; . = no result given; & = joins results of further samples; [ ] = dose if it differs, or a comment. Unless noted, the call rests on the fitted dose curve; in most records, active means well fitted curve in the direction sought with a large enough effect; inconclusive means small, poorly fitted or top-dose-only effect, or another doubt; inactive means no such curve, though single readings can be large; an effect the other way counts as inactive or inconclusive. No enrichment for hits; any-hit rate near 24%.
SMILES,Pf growth 48h,CHX counter,Pf growth 96h,Sm TGR block,Shiga toxin inh,Giardia FBPA inh
C#CCOCCOCCOCCNc1nc(N2CCN(C(=O)[C@H]([C@@H](C)CC)n3cc([C@@H](N)CO)nn3)CC2)nc(N2CCN(C(=O)[C@H](CCCCN)n3cc([C@@H](N)C(C)CC)nn3)CC2)n1 (stereo partly specified),0.6%,-1.8,35.3%[activator],-3.6%,-8.4,-2.5%
COc1cccc(N2CCN(C(=O)c3ccc4ccccc4c3)CC2)c1,45.4%[activator],.,?,0.8%,.,.
CCCCc1cn([C@@H](CCCCNC(=O)OC(C)(C)C)C(=O)N2CCN(C(=O)OC(C)(C)C)CC2)nn1,14.7µM*,8.7,10.4µM*,-3.1%,-7.4,3.9%
CCN(Cc1ccccc1)C(=O)c1ccc(SC)cc1OC,-27.5%,-4.2,?,0.0%,12.3,3.5%
Cc1ccccc1NC(=S)N(CCN1CCCCCC1)Cc1cccs1,?,-1.8,?,21.1%,-19.3,-3.9%
COc1ccc(NC(=O)CN(C)C(=O)CN2C(=O)NC3(CCCCC3)C2=O)cc1,-6.8%,.,33.3%[activator],5.1%,.,.
O=C(NCC1COc2ccccc2O1)C1(c2ccccc2)CCCC1 (stereo unspecified),-10.6%,-2.8,19.6%,37.0%[activator],-15.4,-0.3%
O=C(NCCS(=O)(=O)NCCc1ccccc1)c1ccccc1,67.9%[activator],.,105.5%[activator],2.9%,.,.
COc1ccc(CNC(=O)c2ccc(C)cc2)cc1,.,23.8,.,.,39.2*,0.1%
COc1cc(C(=O)Nc2ccc(-c3nnc(-c4ccco4)o3)cc2)cc(OC)c1OC,?,20.5,53.0%[activator],11.2%,19.3,.
Cc1c(NC(=O)c2cc(-n3cnnc3)ccc2Cl)cccc1-c1nc2ccccc2o1,-5.2%,18.2*,?,-4.0%,25.7,7.1%
Cc1nn(C)cc1CN(C)C(=O)c1nn2c(c1Br)NC(c1cccs1)CC2C(F)(F)F (stereo unspecified),13.1µM*,-3.6,5.22µM*,-0.5%,-14.1,-8.7%
O=C(Cc1ccccc1)NCCS(=O)(=O)N1CCN(c2cccc(Cl)c2)CC1,-2.2%,.,37.4%[activator],0.4%,.,.
O=C(/C=C/c1ccc([N+](=O)[O-])cc1)c1cccs1,14.4%,2.6,20.4%,-6.0%,-7.8,0.3%
COC(=O)C1=NN(C(=O)c2cccc(Br)c2)C(O)(c2ccc(Cl)cc2)C1 (stereo unspecified),17.1%,-1.0,-14.6%,-4.2%,-9.0,12.1%
O=C(N/N=C/c1cccc([N+](=O)[O-])c1)c1ccccc1-n1cccc1,-11.7%,3.9,-0.1%,0.1%,27.9*,?
COCCCNC(=O)CCc1nc(-c2ccccc2)no1,12.4%,18.9,.,-5.4%,-6.7,0.1%
CCC(NC(=O)c1ccccc1NC(=O)c1ccccc1)C(=O)OC (stereo unspecified),2.08µM*,-4.0,28.8%,25.8%,-15.9,-0.3%
COC(=O)CNC(c1ccccc1)c1cc(Br)ccc1NC(C)=O (stereo unspecified),3.3%,-5.3,0.2%,.,-2.5,7.8%
O=C(CSc1nnnn1C1CC2C=CC1C2)Nc1ccc(C(=O)O)cc1 (stereo unspecified),11.8%,.,?,0.1%,.,.
CCCC1=[N+](CC(=O)c2ccc(Br)cc2)CCn2cccc21,11.7µM*,-1.0,?,?,7.9,3.2%
COc1cccc(C(=O)Nc2ccc(S(=O)(=O)Nc3cc(C)nc(C)n3)cc2)c1,?,-4.3,-20.6%,-30.1%,-2.3,-0.2%
CC(=O)N1CCN=C1SCc1ccc(Br)cc1,-11.8%,-1.6,-38.9%,17.9%,2.2,3.7%
COc1ccc(CCC(=O)Nc2nccs2)cc1OC,-1.0%,-1.4,5.9%,-5.5%,-4.9,4.9%
Cc1ccc(-c2cc3nc(-c4ccc(Br)cc4)cc(N)n3n2)cc1,-9.7%,0.9,-7.7%,-2.0%,-8.0,-1.9%

# 2 entries picked at random from the list so far:
SMILES,Pf growth 48h,CHX counter,Pf growth 96h,Sm TGR block,Shiga toxin inh,Giardia FBPA inh
COc1ccc(CNC(=O)c2ccc(C)cc2)cc1,.,23.8,.,.,39.2*,0.1%
CCN(Cc1ccccc1)C(=O)c1ccc(SC)cc1OC,-27.5%,-4.2,?,0.0%,12.3,3.5%

# (list continues)
SMILES,Pf growth 48h,CHX counter,Pf growth 96h,Sm TGR block,Shiga toxin inh,Giardia FBPA inh
CC(=O)NS(=O)(=O)c1ccc(NC(=O)CSc2ccc(Cl)cc2)cc1,30.8%,16.5,23.2%,-30.5%,1.2,15.6%
Cc1nc2c(C#N)cnn2c2c1CCNN2C,0.2%,6.3,-5.0%,?,-9.1,-12.1%
Cc1[nH]c2ccccc2c(=O)c1CN(C)Cc1ccccc1,-7.5%,26.7*,?,-14.5%,49.1,-1.8%
CCCOc1ccc2c3c(c(=O)oc2c1)CCCC3,?,9.1,.,-4.1%,27.6,-11.8%
CN1N=C(c2ccc(F)c(F)c2)CSC1=NCc1ccccc1,-5.9%,12.1,3.5%,4.3%,28.9,-5.3%
O=C(c1ccccc1)[C@@H]1[C@@H]2C(=O)N(c3ccc(F)cc3)C(=O)[C@@H]2C2CCCN21 (stereo partly specified),-5.8%,1.1,-7.6%,?,25.2,-9.7%
COc1ccc(C)cc1NC(=O)C(OC(=O)CNC(=O)c1cc(C)cc(C)c1)c1ccccc1 (stereo unspecified),1.6%,-0.9,19.2%,4.4%,-10.4,-1.2%
COc1ccccc1-c1csc(-n2ncc(C#N)c2N)n1,11.2%,2.5,14.5%,-10.4%,15.6,0.3%
CCn1c(SCc2nc3ccccc3c(=O)[nH]2)nc2ccccc2c1=O,?,2.0,.,9.9%,13.1,0.1%
CCN1CCN(CC(=O)Nc2cc3c(cc2C(C)=O)OCO3)CC1,15.1%,1.9,10.8%,-12.2%,-19.2,12.6µM*
O=C1CS/C(=N\NC(=O)c2ccccc2)N1,?,-1.4,?,6.7%,-4.8,?
CCN(C(=O)COC(=O)c1cnc(C)cn1)C1CCS(=O)(=O)C1 (stereo unspecified),-9.5%,.,3.2%,-3.8%,.,.
Cc1cc(/C=C(\C#N)C(=O)O)c(C)n1CCC(C)C,-1.7%,-0.5,29.7%,-4.2%,-2.8,?
CCCn1c(SCC(=O)Nc2ccc3c(c2)OCO3)nc2c1c(=O)n(C)c(=O)n2C,0.8%,-0.2,10.4µM*,4.4%,-23.1,3.7%
O=C(Nc1ccc(Cl)c(NC(=O)c2cccs2)c1)c1ccco1,14.5%,6.7,-19.6%,-34.0%,-11.5,1.7%
CCOC(=O)N1CCN(S(=O)(=O)c2ccc(C)c(C)c2C)CC1,-1.6%,1.8,2.1%,7.8%,-7.7,0.2%
COc1ccc(-c2ccc(CCC(=O)O)n2CC2CCCO2)cc1 (stereo unspecified),?,4.6,4.4%,35.5µM*,1.2,5.7%
COc1ccc(C(CNC(=O)C(C)Oc2ccc(Br)cc2)N2CCOCC2)cc1 (stereo unspecified),?,.,?,0.5%,.,.
O=C(NCc1ccc(Cl)c(Cl)c1)c1ccc2c(c1)OCO2,5.4%,-1.2,?,-3.5%,-3.5,.
CC(=C1C(=O)c2ccccc2C1=O)N1CCc2ccccc2C1,-16.7%,12.3,.,?,6.5,-23.5%
Cc1cnc(NC(=O)COc2cccc3c2OC(C)(C)C3)s1,4.9%,11.6,-4.9%,10.2%,-12.8,2.1%
COc1ccc(C(=O)C[n+]2ccc3c(c2)nc(-c2ccc(OC)cc2OC)n3C)cc1,11.7µM*,1.9,4.15µM*,0.7%,-7.2,1.6%
Cc1ccc2c(c1)N(Cc1ccncc1)C(=O)C(C)O2 (stereo unspecified),-13.7%,-0.8,0.5%,-7.7%,-10.0,2.9%
NS(=O)(=O)c1ccc(CNC(=O)/C=C/c2ccc(S(=O)(=O)N3CCOCC3)cc2)cc1,-20.4%,-3.5,-28.1%,-11.4%,-2.2,-0.2%
CCOC(=O)[C@H]1NN=C(C(=O)OC)[C@@H]1c1ccccc1,13.3%,2.3,-17.9%,-0.5%,-4.6,-1.2%

# 2 neighbouring compounds from above, quoted:
SMILES,Pf growth 48h,CHX counter,Pf growth 96h,Sm TGR block,Shiga toxin inh,Giardia FBPA inh
O=C1CS/C(=N\NC(=O)c2ccccc2)N1,?,-1.4,?,6.7%,-4.8,?
CCN(C(=O)COC(=O)c1cnc(C)cn1)C1CCS(=O)(=O)C1 (stereo unspecified),-9.5%,.,3.2%,-3.8%,.,.

# Carrying on.
SMILES,Pf growth 48h,CHX counter,Pf growth 96h,Sm TGR block,Shiga toxin inh,Giardia FBPA inh
NN1C(=O)c2cccc3c(C(=O)O)ccc(c23)C1=O,-8.0%,-1.1,20.2%,4.5%,-3.6,2.0%
O=C(c1ccc(CS(=O)(=O)c2ccc(Br)cc2)o1)N1CCOCC1,.,0.4,?,44.7µM*,6.7,-2.9%
CCOC(=O)N1CCN(CC(O)COc2ccccc2C(C)CC)CC1 (stereo unspecified),-12.3%,-2.8,9.6%,0.0%,-13.2,-4.2%
CCN(CC)S(=O)(=O)c1ccc(C(=O)Nc2ccc3c(c2)OCO3)cc1,-18.3%,5.7,?,-6.5%,32.0,-7.2%
Cc1ccc(S(=O)(=O)N2CCCC2CNC(=O)C(=O)NC2CC2)cc1 (stereo unspecified),-2.2%,.,?,-17.3%,.,.
CCOC(=O)C1CCN(Cc2ccc(N(C)C)cc2)CC1,-5.0%,-6.1,.,-0.1%,-12.8,-16.8%
O=C(Cc1csc(NC(=O)Nc2ccc(Cl)cc2)n1)NC1CCCC1,?,.,?,15.2%,.,.
Cc1nnc(Sc2cc(C(=O)NCCCOC(C)C)c3ccccc3n2)s1,-21.4%,1.2,31.2%[activator],-15.5%,-2.8,0.2%
O=C(CSc1nnc(-c2ccco2)o1)N1c2ccccc2CCc2ccccc21,?,0.4,.,-4.6%,9.0,-4.4%
Cc1ccc(N(C)S(=O)(=O)c2cc(-c3cnc(C4CC4)o3)ccc2C)cc1,?,-3.1,7.0%,-12.9%,2.6,-3.0%
O=C(COC(=O)c1ccco1)NCC1CCCO1 (stereo unspecified),.,-2.7,?,1.4%,-2.7,2.8%
Cc1ccc(-n2ccnc(SCC(=O)NC3CCCCC3)c2=O)cc1F,4.3%,.,9.5%,-7.7%,.,.
O=C(Nc1cc(=O)[nH]c2ncnn12)c1ccc(Cl)cc1Cl,19.2%,-1.9,26.0%,6.5%,25.9,?
Cc1ccc(C)c(OCCC(=O)OCC(=O)c2ccc3c(c2)NC(=O)CO3)c1,4.2%,.,21.2%,3.5%,.,.
COc1ccc(OC)c(-c2csc(NC(=O)CN3C(=O)NC4(CCCC4)C3=O)n2)c1,0.6%,.,-24.9%,-2.8%,.,.
COc1cccc2c1Oc1ncccc1N(C(=O)CCC(=O)NCc1cccc(C)c1)C2,-5.6%,-3.3,?,-5.9%,-1.7,.
CC(=O)c1cccc(NC(=O)C2CCN(S(=O)(=O)c3ccccc3)CC2)c1,-6.4%,-1.9,.,0.1%&23.5%,3.7,-2.5%
CC(=O)Nc1ccc(NC(=O)c2nc(-c3ccccc3)oc2C)cc1,22.2%,4.5,45.5%[activator],4.1%,26.4,-3.1%
COc1ccc(C(=O)N/C(=C\c2cn(S(=O)(=O)N(C)C)c3ccccc23)C(=O)N2CCOCC2)cc1,?,-1.6,0.0%,-0.4%,11.6,-1.7%
CCC(=O)NC(C)c1nc2ccccc2n1C (stereo unspecified),1.9%,2.7,9.8%,0.7%,-9.5,-0.9%

# Assay outcomes: PubChem, National Center for Advancing Translational Sciences (NCATS)
